High-throughput results as filed in PubChem BioAssay.
procasp7 counter = procaspase-7 activators, primary screen, counter-screen for procaspase-3 activator project, biochemical, absorbance, HTS, human | recombinant procaspase-7, Ac-DEVD-pNA absorbance 405 nm; D23A/D198A/D206A triple mutant, cannot self-cleave; scale: DMSO 0, 5 µM enzyme 100 | Caspase-7 (Homo sapiens), P55210 | 330,000 tested, 0.093% active | activation, % at 8.5 µM;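 active = percent activation above the screen-wide mean plus 3 SD, cut at about 25% in these data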
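Replicates: singlicate. Assay system: Procaspase-7 triple mutant (PC-7 D3A). Signal: 405 nm absorbance of p-nitroaniline. Times: 1 h preincubation, 2 h reaction. Buffer or medium: Zinc-free HEPES pH 7.4 with 300 mM NaCl, 0.01% Triton X-100. Also added: DEVD-pNA substrate. Benchmarks: DMSO wells as 0%, DMSO with 5 µM added PC-7 as 100%.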
RPL19A TOR yeast = RPL19A-GFP expression modulators in yeast, primary screen, cell-based, S. cerevisiae, multiplex flow cytometry, MLPCN | percent response vs DMSO, % at 10 µM | S. cerevisiae RPL19A-GFP strain, 3 h; stronger effect = lower value | AID 2025, 2009 | 330,000 tested, 0.3% active;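 active = percent response vs DMSO below 50%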;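 also: median channel GFP fluorescence of the barcoded RPL19A-GFP strain; ratio of sample median GFP to plate DMSO average so 100% = DMSO; lower means less RPL19A-GFP as with rapamycin TOR inhibition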
proCasp3 act = activators of human procaspase-3 D3A mutant, primary screen, biochemical, absorbance, PC-3 D3A mutant, single concentration. Caspase-3 (Homo sapiens), P42574. recombinant procaspase-3 D3A, Ac-DEVD-pNA absorbance 405 nm. activation, % at 8.5 µM. 330,000 tested, 0.11% active. AID 463141, 2010;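 active = activation above the mean of all tested compounds plus 3 SD, cut at about 21% in these data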;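 also: 0% = DMSO alone and 100% = DMSO wells spiked with extra 5 µM PC-3 D3A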
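Compound: 8.5 µM single point, 0.8% DMSO / Material: Autoprocessing-dead procaspase-3 D3A mutant enzyme / Timing: 1 h preincubation plus 2 h reaction at 25 °C / Medium: Zinc-free HEPES/NaCl buffer with 0.01% Triton X-100 at pH 7.4 / Technique: 405 nm absorbance of p-nitroaniline, reads at 0 and 120 min / Repeats: one well per compound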
EBNA-1 inh = EBNA-1 DNA-binding inhibitors, primary screen, biochemical, fluorescence polarization; inhibition, % at 14.8 µM; 300,000 tested, 0.34% active; AID 1950, 2009; in the data active = inhibition above about 28%
LAP4 TOR yeast = modulators of LAP4-GFP expression in yeast, primary screen, S. cerevisiae, multiplex flow cytometry, MLPCN library | 3 h; median GFP as percent of DMSO wells | GFP response vs DMSO, % at 10 µM | 320,000 tested, 0.34% active;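 active = GFP response vs DMSO above a set limit, about the screen mean plus 3 SD, cut at about 150% in these data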
ZTA counter = counter-screen for EBNA-1 inhibitors: inhibitors of Epstein-Barr virus ZTA; P03206; ZTA-DNA binding, fluorescence polarization; inhibition, % at 11 µM; 320,000 tested, 0.15% active; AID 2234; in the data active = inhibition above about 33%
MEP2 TOR yeast = modulators of MEP2-GFP levels in yeast, primary screen, S. cerevisiae, multiplex flow cytometry, MLPCN library | AID 2016, 2009 | S. cerevisiae MEP2-GFP strain, 3 h; 100% = DMSO control level | GFP response vs DMSO, % at 10 µM | 330,000 tested, 0.51% active;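 active = GFP response versus DMSO above a set limit, roughly screen mean plus 3 SD, cut at about 180% in these data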;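 also: median GFP fluorescence of the barcode-gated MEP2-GFP cells per well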
AHR activator = AHR activators, primary screen, cell-based, luminescence, luciferase reporter, human; Aryl hydrocarbon receptor (Homo sapiens), P35869; AHR-responsive luciferase reporter cells; activation, % at 5 µM; 320,000 tested, 2.5% active; AID 2796, 2010; in the data active = activation above about 47%;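 also: 0% = vehicle wells and 100% = reference agonist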
Starred values were filed as active, the others as inactive; x = no result given; [ ] = remark or other dose.

The first two compounds (preview)
SMILES	procasp7 counter	RPL19A TOR yeast	proCasp3 act	EBNA-1 inh	LAP4 TOR yeast	ZTA counter	MEP2 TOR yeast	AHR activator
Cc1occc1C(=O)NC1CCCCCC1	-7	94	8	-1	97	-10	106	18
COC(=O)c1nc(NC(=O)c2ccccc2)n[nH]1	-10	97	12	-3	113	9	95	0

This part in full, from the start:
SMILES	procasp7 counter	RPL19A TOR yeast	proCasp3 act	EBNA-1 inh	LAP4 TOR yeast	ZTA counter	MEP2 TOR yeast	AHR activator
Cc1occc1C(=O)NC1CCCCCC1	-7	94	8	-1	97	-10	106	18
COC(=O)c1nc(NC(=O)c2ccccc2)n[nH]1	-10	97	12	-3	113	9	95	0
CC(C)CCc1noc(CN(C)CC2CCN(Cc3ccccc3)CC2)n1	1	99	2	8	104	-13	100	5
CCOC1=NN(c2ccc(Cl)cc2)C(=O)/C1=C\N(C)C	-3	106	5	-5	95	-3	98	5
CCN(c1ccccc1)S(=O)(=O)c1cccc(C(=O)N(C)CCOc2ccccc2)c1	1	98	3	-14	104	-4	94	-1
N#CCC(=N)N1CCN(c2ccc(F)cc2)CC1	2	89	0	11	89	8	96	16
CCC(CC)CN1CCN=C1Nc1ccccc1	6	96	-2	-5	91	-8	107	2
Cc1cc2c(cc1C)CSC(c1ccccc1OC(=O)C(C)(C)C)SC2	-1	99	1	5	105	0	102	7
C=C(C)c1cccc(C(C)(C)NC(=O)Nc2cccnc2)c1	-10	106	10	-18	90	-17	97	6
COc1ccccc1C(=O)NNC1CC(=O)N(c2ccc3c(c2)OCCO3)C1=O (stereo unspecified)	6	100	0	2	95	-5	87	18
COC(=O)CCCC1=CC2=C(c3ccccc3)C(=O)C(C)(OC(=O)C3CCCC3)C(=O)C2=CN1C1CCCC1 (stereo unspecified)	-9	93	-3	2	111	7	92	1
Cc1sc2nc(SCC(=O)NCc3ccco3)n(CCc3ccccc3)c(=O)c2c1C	2	103	-3	30*	106	4	100	16
C=CCNC(=O)c1onc(CSc2ccc(F)c(F)c2)c1C(=O)NCC=C	3	94	0	14	104	-6	89	0
CCC(C(=O)N1CCOCC1)n1nc(C)c2sc3ccccc3c2c1=O (stereo unspecified)	-5	102	10	-7	89	-14	103	0
COC(=O)C1CN(C(=O)C(C)Oc2ccccc2F)c2ccccc2O1 (stereo unspecified)	8	103	-2	-5	96	4	105	9
O=C(Nc1ccc2nc3n(c(=O)c2c1)CCCC3)c1cccc([N+](=O)[O-])c1	6	105	2	0	117	-8	169	-9
Cc1ccc(Cl)cc1Nc1nc(-c2sc(NC(=O)C(C)(C)C)nc2C)cs1	-3	108	-2	4	105	6	105	13
O=C(Nc1cccs1)Nc1ccc(Br)cc1F	0	94	-10	-5	96	-1	101	31
Cc1ccc(NCc2nnc(SCC(=O)Nc3ncc(C)s3)n2CC2CCCO2)c(C)c1 (stereo unspecified)	9	98	-6	2	89	-7	103	11
C#CC1CN(Cc2ccccc2)CC(C#C)N1C (stereo unspecified)	5	100	2	-7	102	3	99	-2
CCC(C)NS(=O)(=O)c1ccc(F)c(C(=O)Nc2c(F)cc(F)cc2Br)c1 (stereo unspecified)	-2	99	5	-10	110	-3	95	4
CCCCC#Cc1ccc2c(c1)COc1c3ccccc3nn1-2	4	103	4	-4	109	-11	99	6
O=C(OCC(=O)c1ccccc1Cl)c1cnccn1	-5	98	-3	-5	99	2	94	-1
COc1ccccc1N1CCN(Cc2nnnn2CCc2ccccc2)CC1	14	94	6	-4	91	-3	93	6
COc1ccc(OCC(=O)Nc2ccc(NC(=O)c3ccco3)cc2)cc1	12	99	1	7	111	7	97	9
Cc1ccccc1NC(=O)CSc1nc(N)c(C#N)cc1C#N	3	104	3	-2	103	-6	105	44
Cc1c(NC(=O)COC(=O)c2cc(-c3cccc4ccccc34)nc3ccccc23)c(=O)n(-c2ccccc2)n1C	7	102	4	6	93	-6	103	4
C/C(=N\NC(=O)CSCc1ccc([N+](=O)[O-])cc1)c1ccccc1O	6	101	9	-12	88	-25	111	-2
CCCc1nc2c(=O)n(C)c(=O)[nH]c2n1CCC	-6	100	0	-2	103	-2	100	-1
CC(C)c1ccccc1NC(=O)c1cnccn1	-3	103	2	6	95	6	102	2
Cc1ccc(S(=O)(=O)N(CC(=O)Nc2ccccc2-c2ccccc2)c2ccc(C)cc2C)cc1	-3	101	2	-2	101	10	103	-5
Cc1ccc(NC(=O)Nc2ncccc2C)cc1	5	100	-3	-7	106	-9	103	57*
Cc1ccc(NC(=O)c2cc(-c3ccco3)on2)cc1C	4	100	-5	6	100	3	104	-5
CC(C)CNC(=O)COC(=O)CCC(=O)c1cccs1	4	101	5	-2	89	-3	103	3
COc1cc(NC(=O)c2c(-c3ccccc3Cl)noc2C)c2ncccc2c1	12	18*[may fluoresce violet]	-8	0	62[may fluoresce violet]	10	160[may fluoresce violet]	3
CCOc1ccc2[nH]c(=O)c(C(c3nnnn3C3CCCCC3)N3CCN(C)CC3)cc2c1 (stereo unspecified)	-3	105	-11	-10	100	-7	104	10
O=C1c2ccccc2CCC1C(O)c1ccccn1 (stereo unspecified)	-14	91	6	-6	87	-2	87	0
CSc1ccc(S(=O)(=O)Nc2ccc(F)cc2)cc1	4	100	1	4	104	1	105	-3
COc1ccc(N2CCN(CC(=O)Nc3ccc(SC(F)F)cc3)CC2)cc1	-8	100	-1	8	105	2	102	0
CCC(NC(=O)COC(=O)C1CC2CCCC(C1)C2=O)c1ccc(Br)cc1 (stereo unspecified)	4	98	20	3	105	6	100	-2
Cc1cccc(OCC(=O)OCC(=O)Nc2sccc2C(N)=O)c1	-2	97	7	x	103	x	98	-1
COc1ccccc1-n1cnc2cc(NCc3ccccn3)ccc21	-5	100	0	-9	106	-5	97	0
CCc1nnc(NC(=O)CSc2nnc(-c3ccccc3O)o2)s1	-9	99	-1	-13	106	-10	108	6
O=C(N/N=C/C=C/c1ccccc1)c1cccs1	8	98	-9	4	104	10	98	3
O=C(CCn1c(=O)oc2ccccc21)Nc1ccccc1	-14	99	-6	-1	105	-5	104	11

Pulled by compound from the entries so far (3):
SMILES	procasp7 counter	RPL19A TOR yeast	proCasp3 act	EBNA-1 inh	LAP4 TOR yeast	ZTA counter	MEP2 TOR yeast	AHR activator
COc1ccc(N2CCN(CC(=O)Nc3ccc(SC(F)F)cc3)CC2)cc1	-8	100	-1	8	105	2	102	0
CC(C)CNC(=O)COC(=O)CCC(=O)c1cccs1	4	101	5	-2	89	-3	103	3
CCc1nnc(NC(=O)CSc2nnc(-c3ccccc3O)o2)s1	-9	99	-1	-13	106	-10	108	6

Going on with the list:
SMILES	procasp7 counter	RPL19A TOR yeast	proCasp3 act	EBNA-1 inh	LAP4 TOR yeast	ZTA counter	MEP2 TOR yeast	AHR activator
CCC(C)(C)NC(=O)C(c1cccc(OC)c1)N(C(=O)CNC(=O)c1cccs1)c1cccnc1 (stereo unspecified)	8	100	10	1	87	-7	98	1
CNC(=O)c1ccccc1NC(=O)C1CC(=O)N(C(C)C)C1 (stereo unspecified)	-3	105	-3	1	105	10	113	1
O=C(N/N=C\c1ccc(O)c([N+](=O)[O-])c1)C1COc2ccccc2O1 (stereo unspecified)	-13	104	13	-10	92	-19	106	2
CC(Oc1ccccc1)C(=O)NN1Cc2ccccc2C1=N (stereo unspecified)	-3	98	4	-11	109	2	100	-1
CCN(C(=O)c1cc2c(=O)n3ccccc3nc2n1C)C1CCCCC1	-2	106	-5	-21	102	-7	110	10
CCN(CCNc1ccc(Cl)cc1[N+](=O)[O-])C(=O)c1cc([N+](=O)[O-])c(N(C)C)cc1OC	-14	100	10	6	103	9	107	0
COc1ccc(-n2c(SCC(=O)Nc3sc4c(c3C#N)CCCC4)nnc2-c2ccc(O)cc2)cc1	1	101	2	2	92	15	101	2
Cc1ccc(N(C(=O)c2snc(C(N)=O)c2N)C(C(=O)NC2CCCC2)c2ccncc2)cc1 (stereo unspecified)	-2	105	-3	-11	93	0	106	3
CC(C)Oc1ccc(C(CC(=O)O)NC(=O)Cc2ccc(Cl)cc2)cc1 (stereo unspecified)	2	98	5	15	91	-4	98	11
CCCC[C@@H]1CN=C(N)N1CCCC	-7	92	4	-8	87	12	113	-1
O=C(CCc1nnc(-c2ccccc2)o1)NCC1CCN(C2CCCC2)CC1	6	99	6	5	98	4	102	3
COc1ccc(NC(=O)CN(C)C(=O)/C=C/c2cn(Cc3ccccc3)nc2-c2cccnc2)cc1	10	96	9	-11	88	-5	97	2
CCN(CC)S(=O)(=O)c1ccc(NC2c3ccccc3C(=O)N2CCN2CCOCC2)cc1 (stereo unspecified)	2	98	4	8	98	22	93	-1
O=c1[nH]n(CCO)c(=O)c2cccnc12	2	93	-2	5	103	-1	88	-1
CCNC(=S)NNC(=O)c1ccncc1	-14	104	-5	-9	96	2	104	3
CC1(C)C(=O)C2(CCCCC2)C(=O)OC1C(=O)c1ccccc1 (stereo unspecified)	-1	101	16	-2	103	-18	103	0
COC(=O)c1cccc(NC(=O)CSc2nc(C)cc(=O)[nH]2)c1	8	104	5	8	89	-3	98	-2
CCN(Cc1ccccc1)C(=O)c1c(-c2ccccc2Cl)noc1C	6	105	-3	2	82	-3	102	-1
N=c1c(C(=O)NC2CCCC2)cc2c(=O)n3ccccc3nc2n1C1CCCCC1	0	102	-5	1	98	10	102	-1
Cn1cc(S(=O)(=O)NCCc2ccccc2)c(=O)n(C)c1=O	5	98	1	11	112	2	99	1
COc1ccccc1N1CCN(C(=O)CSc2nnc(NC(=O)c3ccco3)s2)CC1	-2	99	0	-13	103	2	102	2
CN(C)n1cccc1/C=C(\C#N)S(=O)(=O)c1cccc(Cl)c1	10	95	1	3	108	3	95	-2
CN(c1ccc(C(=O)NCCc2ccccc2)cc1)S(C)(=O)=O	8	96	13	0	107	-2	101	4
CC(=O)N1CCC2(CC1)CC(=O)c1cc(OCC(=O)NCc3ccco3)ccc1O2	-17	98	2	-3	98	-6	99	1
O=C(NCc1cccnc1)c1cc2nc(-c3ccc4c(c3)OCO4)cc(C(F)(F)F)n2n1	-1	101	1	-3	97	-3	95	10
CC(C)n1c(O)c(N=NC(=O)CNC(=O)CCc2ccccc2)c2ccccc21	-5	93	-1	-1	103	-7	94	13
Cc1cc(Nc2ccc3c(c2)OCCO3)c2cccc(C)c2n1	-3	108	-4	-10	102	0	104	34
CN(C)/C(=N\S(=O)(=O)c1ccccc1)c1ccc(Cl)cc1	-1	106	0	-7	105	-9	112	-1
C=CCn1c(SCC(=O)Nc2nnc(C)s2)nnc1C1CC1	8	94	-9	1	94	-13	100	5
O=C(Nc1cccc(C(F)(F)F)c1)c1cc2c(s1)-c1ccccc1OC2	-53	99	-10	5	103	9	110	36
O=C1C(=O)N(CCO)C(c2cccc(F)c2)/C1=C(\O)c1ccc(Cl)cc1 (stereo unspecified)	1	98	0	-10	105	-8	103	1
Cc1ccc(C(=O)N/C(=C\c2cccs2)C(=O)N2CCN(C)CC2)cc1C	9	99	2	1	100	-2	98	-1
O=C(NCCCNCc1ccccc1)c1ccncc1	-2	95	-7	12	97	6	99	1
